LEDGF integ inh: blockers of LEDGF/p75-dependent integrase strand transfer – biochemical, TR-FRET, high throughput, primary screen | HIV-1 integrase (with human LEDGF/p75) | TR-FRET IN-LEDGF/p75 DNA integration, Eu/Cy5 | inhibition, % at 3.7 µM | hit rate 0.64% among 370,000 | AID 743269, 2014;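 active = inhibition above the screen-wide mean plus 3 SD, cut at about 13% in these data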;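 also: signal is the Cy5 over europium emission ratio at 671 and 618 nm; 0% = plate median of compound wells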
ARFGAP1 inhibitor: inhibitors of rat ARFGAP1 GAP activity, primary screen, biochemical, fluorescence polarization, GDP tracer | inhibition, % at 16.5 µM | AID 651572, 2012 | Arfgap1-stimulated ARF1 GTP hydrolysis, GDP FP detection | hit rate 0.26% among 360,000;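 active = inhibition above a per-plate limit, mean inhibition of low control wells plus 3 SD, cut at about 25% in these data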;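 also: 0% = DMSO wells with enzyme and 100% = wells lacking Arfgap1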
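Material – truncated rat Arfgap1 GAP domain · Buffer or medium – HEPES-based buffer, pH 7.5 · Reagent – human ARF1(Δ1-17)-GTP substrate · Dosing – 16.5 µM single point, 1.26% DMSO · Schedule – GTP hydrolysis reaction 2 h at 25 °C · Technique – GDP detection by fluorescence polarization · Benchmarks – No-Arfgap1 wells (100%) versus DMSO full-reaction wells (0%) · Repeats – single replicate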
TDP2 inh: human TDP2 enzyme inhibitors, primary screen, biochemical, epi absorbance, recombinant enzyme; hit rate 0.34% among 370,000; Tyrosyl-DNA phosphodiesterase 2 (Homo sapiens), O95551; T5PNP hydrolysis, p-nitrophenol absorbance 415 nm; inhibition, % at 12.8 µM;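 active = inhibition above the mean of all tested compounds plus 3 SD, set per campaign, cut at about 25% in these data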;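 also: 0% = DMSO with enzyme and 100% = buffer with substrate but no TDP2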
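System – recombinant human TDP2 · Amount – 120 nM TDP2 per well · Buffer or medium – Mg2+-containing Tris-HCl buffer, pH 7.5 · Reagent – T5PNP substrate, 5 mM · Dosing – 12.8 µM single point, 1% DMSO · Incubation – 2 h at 37 °C · Measured by – epi absorbance · Read-out basis – percent inhibition · Benchmarks – high control without enzyme, low control DMSO plus TDP2 · Repeats – singlicate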
PLCg1 inh: PLC-gamma1 enzyme inhibitors, primary screen, biochemical, fluorescence, purified enzyme; 1-phosphatidylinositol 4,5-bisphosphate phosphodiesterase gamma-1 (Homo sapiens), P19174; fluorogenic substrate; inhibition, % at 12.2 µM; hit rate 0.84% among 370,000; in the data active = inhibition above about 9.5%
Tn6 DDE FP: inhibitors of Tn6 peptide binding to fibrin DD(E), primary screen, biochemical, fluorescence polarization, human fibrin, Tn6 probe; Fibrinogen beta chain (Homo sapiens), P02675; Fibrin DD(E) TRITC-Tn6 fluorescence polarization displacement; inhibition, % at 8.3 µM; hit rate 0.21% among 370,000;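 active = inhibition above a per-campaign cutoff: mean of compounds within control limits plus 3 SD, cut at about 15% in these data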;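 also: 0% = median of all compound wells on the plate and 100% = blocking peptide control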
proKLK7 act: proKLK7 zymogen activators, primary screen, biochemical, fluorescence intensity; Kallikrein-7 (Homo sapiens), P49862; purified proKLK7, EDANS-DABCYL substrate fluorescence; 100% is mature enzyme control, 0% vehicle; activation, % at 7 µM; hit rate 0.9% among 370,000; AID 652039, 2013;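 active = activation above the mean of all tested compounds plus 3 SD, computed per campaign excluding outliers beyond control limits, cut at about 13% in these data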
ADAM17 inh: ADAM17 inhibitors, primary screen, biochemical, QFRET | recombinant ADAM17, EDANS/DABCYL FRET peptide cleavage | inhibition, % at 6.95 µM | hit rate 0.83% among 370,000;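 active = inhibition above the mean of compounds lying between control limits plus 3 SD, set per campaign, cut at about 8.5% in these data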;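 also: 0% = DMSO-only wells as the low control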
Target sequence (P78536 215-824 limits assumed): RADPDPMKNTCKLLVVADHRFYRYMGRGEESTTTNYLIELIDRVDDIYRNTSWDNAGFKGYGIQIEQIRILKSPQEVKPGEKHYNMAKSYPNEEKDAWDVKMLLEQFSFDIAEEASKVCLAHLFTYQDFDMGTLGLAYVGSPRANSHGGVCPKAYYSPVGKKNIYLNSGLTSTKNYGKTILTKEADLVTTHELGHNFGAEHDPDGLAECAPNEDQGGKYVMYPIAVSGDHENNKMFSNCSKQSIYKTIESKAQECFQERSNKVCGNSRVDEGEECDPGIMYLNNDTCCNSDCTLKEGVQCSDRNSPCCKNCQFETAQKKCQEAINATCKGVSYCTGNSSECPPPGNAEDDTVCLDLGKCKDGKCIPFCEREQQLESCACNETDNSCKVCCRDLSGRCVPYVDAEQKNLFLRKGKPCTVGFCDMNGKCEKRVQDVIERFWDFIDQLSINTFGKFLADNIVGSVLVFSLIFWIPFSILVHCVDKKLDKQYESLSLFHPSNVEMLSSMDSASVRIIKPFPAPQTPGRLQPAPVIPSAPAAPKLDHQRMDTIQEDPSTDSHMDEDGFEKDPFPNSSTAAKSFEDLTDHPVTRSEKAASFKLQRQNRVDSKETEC
ADAM10 inh: human ADAM10 inhibitors, primary screen, biochemical, QFRET, HTS. Disintegrin and metalloproteinase domain-containing protein 10 (Homo sapiens), O14672. recombinant ADAM10, EDANS/DABCYL FRET peptide cleavage, 3 h. inhibition, % at 7 µM. hit rate 0.62% among 370,000;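 active = inhibition above a per-campaign cutoff equal to the mean of compounds falling between control-based bounds plus 3 SD, cut at about 20% in these data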;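 also: 0% = DMSO wells while the 100% control is not disclosed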
Tn7 DDE FP: inhibitors of Tn7 peptide binding to fibrin DD(E), primary screen, biochemical, fluorescence polarization, human fibrin, Tn7 probe; Fibrinogen beta chain (Homo sapiens), P02675; FP displacement of FITC-Tn7 peptide from fibrin DD(E); 0% = median of compound wells per plate; inhibition, % at 8.3 µM; hit rate 0.13% among 370,000; AID 720508, 2013;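 active = inhibition above the mean of compounds falling within the control limits plus 3 SD of them, cut at about 14% in these data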;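 also: 0% = plate median of compound wells and 100% = 10 µM Aha-Tn7 peptide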
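Assay system: Human clot-derived fibrin DD(E) complex | Buffer or medium: Tris/NaCl/CaCl2 buffer, pH 7.8 | Repeats: One replicate per compound | Benchmarks: Aha-Tn7 high control | Measure: % inhibition scaled between sample-field median and high-control FP | Schedule: 10 min plus 3 h, room temperature | Signal: Fluorescence polarization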
ASAP1 inh: inhibitors of human ASAP1 ArfGAP activity, primary screen, biochemical, fluorescence polarization; ASAP1-stimulated ARF1 GTP hydrolysis, GDP FP detection; inhibition, % at 16.5 µM; hit rate 0.19% among 360,000; AID 624377, 2012; in the data active = inhibition above about 25%;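 also: 0% = vehicle with enzyme and substrate and 100% = no enzyme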
Target sequence (Q9ULH1 325-724 limits assumed): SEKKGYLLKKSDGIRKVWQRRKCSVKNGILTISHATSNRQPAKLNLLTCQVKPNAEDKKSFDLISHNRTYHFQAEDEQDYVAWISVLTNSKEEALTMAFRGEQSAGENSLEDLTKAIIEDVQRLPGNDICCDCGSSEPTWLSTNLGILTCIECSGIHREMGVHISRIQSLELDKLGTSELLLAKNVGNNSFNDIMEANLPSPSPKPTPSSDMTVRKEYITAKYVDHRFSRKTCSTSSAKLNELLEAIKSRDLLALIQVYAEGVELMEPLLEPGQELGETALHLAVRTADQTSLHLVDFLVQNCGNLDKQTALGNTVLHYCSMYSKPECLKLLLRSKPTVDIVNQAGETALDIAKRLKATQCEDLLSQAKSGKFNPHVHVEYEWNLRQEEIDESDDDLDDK
Starred values were filed as active, the others as inactive; i = inactive; . = no result given. Rows are unselected; about 4.2% have a hit in one of these screens.

A first look, 12 compounds:
SMILES	LEDGF integ inh	ARFGAP1 inhibitor	TDP2 inh	PLCg1 inh	Tn6 DDE FP	proKLK7 act	ADAM17 inh	ADAM10 inh	Tn7 DDE FP	ASAP1 inh
O=C(c1ccc(Cl)c(S(=O)(=O)N2CCCCCC2)c1)N1CCN(c2ccc(O)cc2)CC1	5	9	2	-4	-6	-0.2	0	-1	-1	4
CC(=O)CC1(O)C(=O)N(Cc2ccccc2)c2ccccc21 (configuration not stated)	3	8	-9	5	4	-0.6	1	3	-5	-16
Cc1ccc(C)c(NC(=O)c2ccc[n+](Cc3ccc([N+](=O)[O-])cc3)c2)c1	1	5	5	0	-1	0.1	-3	1	1	7
CCOC(=O)C1CCN(c2c(N3CCCCCC3)c(=O)c2=O)CC1	-1	-11	-7	1	2	0.3	2	-8	-2	-1
Cc1ccc(C2(c3ccccc3)NC(=O)N(CC(=O)NC3CCS(=O)(=O)C3)C2=O)cc1C (configuration not stated)	3	12	7	3	5	-0.1	2	8	-3	11
O=C(COc1cccnc1[N+](=O)[O-])NCc1cccs1	-2	1	-1	1	1	0.1	0	0	-1	4
CCCn1nnnc1NCc1ccc(Cl)cc1Cl	0	6	8	1	-1	-0.1	-2	6	0	-4
COc1ccc(N2CCN(Cc3nc4scc(-c5cccs5)c4c(=O)[nH]3)CC2)cc1	-6	-1	-6	-3	-9	-0.2	-4	-9	-7	2
COc1ccc(S(=O)(=O)N(C)C[C@@H]2OCc3cnnn3CCCC(=O)N([C@H](C)CO)C[C@H]2C)cc1	-3	-3	-2	-5	-5	0.1	-1	-6	-2	6
N/C(=N\OC(=O)c1ccccc1)c1ccccn1	1	6	-8	6	-10	-0.5	0	15	3	-7
CCc1cc2ccc(OC)cc2nc1SCC(=O)NNC(=O)c1ccco1	7	2	-7	-7	0	0.5	-9	-12	0	-15
C=CCN(C(=O)CCC(=O)Nc1cc(C)on1)C(C(=O)NC(C)(C)C)c1cccc(OC)c1OC (configuration not stated)	-2	13	10	0	1	0.0	-7	3	-1	-7

The listing, previewed entries included:
SMILES	LEDGF integ inh	ARFGAP1 inhibitor	TDP2 inh	PLCg1 inh	Tn6 DDE FP	proKLK7 act	ADAM17 inh	ADAM10 inh	Tn7 DDE FP	ASAP1 inh
O=C(c1ccc(Cl)c(S(=O)(=O)N2CCCCCC2)c1)N1CCN(c2ccc(O)cc2)CC1	5	9	2	-4	-6	-0.2	0	-1	-1	4
CC(=O)CC1(O)C(=O)N(Cc2ccccc2)c2ccccc21 (configuration not stated)	3	8	-9	5	4	-0.6	1	3	-5	-16
Cc1ccc(C)c(NC(=O)c2ccc[n+](Cc3ccc([N+](=O)[O-])cc3)c2)c1	1	5	5	0	-1	0.1	-3	1	1	7
CCOC(=O)C1CCN(c2c(N3CCCCCC3)c(=O)c2=O)CC1	-1	-11	-7	1	2	0.3	2	-8	-2	-1
Cc1ccc(C2(c3ccccc3)NC(=O)N(CC(=O)NC3CCS(=O)(=O)C3)C2=O)cc1C (configuration not stated)	3	12	7	3	5	-0.1	2	8	-3	11
O=C(COc1cccnc1[N+](=O)[O-])NCc1cccs1	-2	1	-1	1	1	0.1	0	0	-1	4
CCCn1nnnc1NCc1ccc(Cl)cc1Cl	0	6	8	1	-1	-0.1	-2	6	0	-4
COc1ccc(N2CCN(Cc3nc4scc(-c5cccs5)c4c(=O)[nH]3)CC2)cc1	-6	-1	-6	-3	-9	-0.2	-4	-9	-7	2
COc1ccc(S(=O)(=O)N(C)C[C@@H]2OCc3cnnn3CCCC(=O)N([C@H](C)CO)C[C@H]2C)cc1	-3	-3	-2	-5	-5	0.1	-1	-6	-2	6
N/C(=N\OC(=O)c1ccccc1)c1ccccn1	1	6	-8	6	-10	-0.5	0	15	3	-7
CCc1cc2ccc(OC)cc2nc1SCC(=O)NNC(=O)c1ccco1	7	2	-7	-7	0	0.5	-9	-12	0	-15
C=CCN(C(=O)CCC(=O)Nc1cc(C)on1)C(C(=O)NC(C)(C)C)c1cccc(OC)c1OC (configuration not stated)	-2	13	10	0	1	0.0	-7	3	-1	-7
CCn1c(SCC(=O)NCc2ccccc2)nnc1C(CO)NC(=O)c1ccccc1 (configuration not stated)	3	6	-2	2	-12	-0.5	-6	0	3	14
CNC(=S)NCCc1ccc(OC)cc1	3	2	-6	2	-5	-0.5	-1	-7	-4	3
O=C(NCC1CCCO1)c1ccc2c(=O)n(CCc3ccccc3)c(=O)[nH]c2c1 (configuration not stated)	0	1	6	-12	-2	-1.2	-13	-16	0	2
N#C/C(=C\c1cn(CC(=O)N2CCCC2)c2ccccc12)C(=O)NCc1ccc2c(c1)OCO2	3	13	-4	-6	3	1.0	-2	-10	-1	6
COC(=O)C1CN(Cc2ccc(F)cc2)CCS(=O)(=O)N1Cc1ccc(F)cc1 (configuration not stated)	-2	.	7	3	5	0.2	0	1	5	.
COc1cc([N+](=O)[O-])cc(/C=N/NC(=O)C(C)Nc2cccc3ccccc23)c1O (configuration not stated)	0	-3	-5	-11	-1	6.0	-7	-30	-6	-7
CCc1cc2c(nc1CC)CCCN2C	-3	4	-11	-334	7	30*	-115	-422	-4	-12
CCC(=O)N1CCc2cc(Br)cc(S(=O)(=O)N(C)c3ccc(OC)cc3)c21	4	6	13	-1	-3	0.3	3	8	-2	-12
COc1ccc(C(=O)COC(=O)c2sc(C)nc2C)cc1Cl	3	0	1	-5	-2	0.0	0	2	-6	5
C[C@H](CO)N1C[C@H](C)[C@@H](CN(C)C(=O)NC2CCCCC2)Oc2c(NS(=O)(=O)c3cn(C)cn3)cccc2C1=O	-1	-3	-6	3	2	0.2	1	4	-6	8
O=C(NN=C1c2ccccc2-c2ccccc21)c1cccc(Br)c1	0	-10	0	4	3	0.4	1	6	-2	1
CC(C)CCN(C(=S)Nc1cccc(C(F)(F)F)c1)C(C)c1ccccn1 (configuration not stated)	1	4	3	1	7	0.2	-6	-12	10	9
Cc1cc([N+](=O)[O-])nn1CC(=O)NCc1ccccc1	1	-3	-11	5	3	0.0	-4	6	4	-1
CCOc1ccc(N(CC(=O)NC2CCCCC2)C(=O)Cn2nnc(-c3ccc(C)o3)n2)cc1	-2	-4	1	-2	2	-0.6	-1	3	1	-11
O=C1N[C@@H](c2ccccc2)COC(=O)[C@@H](Cc2ccc(F)cc2)C/C=C\C[C@@H]1CC(=O)N(CCO)Cc1ccccc1	2	-1	-7	3	4	1.4	2	3	9	1
COc1ccc(NC(=O)C2=NN(c3ccccc3)C(=O)CC2)cn1	1	1	-8	1	0	0.1	2	2	-6	11
COc1ccccc1NC(=O)C1CCN(C(=O)C2CC(=O)N(c3ccc(C)cc3)C2)CC1 (configuration not stated)	0	4	12	1	-3	-1.1	-1	8	-4	-6
CC(=O)N1c2ccccc2S(=O)(=O)c2c1ccc1ccccc21	-4	-3	-2	-2	-8	0.0	-7	-27	5	-5

A different layout for 2 compounds above.
| SMILES | LEDGF integ inh | ARFGAP1 inhibitor | TDP2 inh | PLCg1 inh | Tn6 DDE FP | proKLK7 act | ADAM17 inh | ADAM10 inh | Tn7 DDE FP | ASAP1 inh |
| --- | --- | --- | --- | --- | --- | --- | --- | --- | --- | --- |
| O=C1N[C@@H](c2ccccc2)COC(=O)[C@@H](Cc2ccc(F)cc2)C/C=C\C[C@@H]1CC(=O)N(CCO)Cc1ccccc1 | 2 | -1 | -7 | 3 | 4 | 1.4 | 2 | 3 | 9 | 1 |
| COc1ccc(NC(=O)C2=NN(c3ccccc3)C(=O)CC2)cn1 | 1 | 1 | -8 | 1 | 0 | 0.1 | 2 | 2 | -6 | 11 |

Continued.
SMILES	LEDGF integ inh	ARFGAP1 inhibitor	TDP2 inh	PLCg1 inh	Tn6 DDE FP	proKLK7 act	ADAM17 inh	ADAM10 inh	Tn7 DDE FP	ASAP1 inh
CC1(C(=O)NS(=O)(=O)c2cccc(OC(F)F)c2)CCN1C(=O)C/C=C/c1ccccc1 (configuration not stated)	0	5	-3	-7	-1	0.0	-2	-5	1	-1
O=C(COC(=O)c1ccccc1O)NCc1ccccc1Cl	-1	5	5	2	1	3.4	-2	0	5	12
O=C(O)c1cccc(S(=O)(=O)Nc2ccccc2-c2ccccc2)c1	1	-10	0	1	-1	0.0	-3	3	0	16
Cc1ccc(-n2c(=O)cc(N3CCN(Cc4ccccc4)CC3)[nH]c2=O)cc1	1	-3	3	-6	-3	-0.3	-13	-49	2	-3
O=c1c2c([nH]n1-c1ccccc1)CCSC2	-2	2	8	0	-2	-0.3	-4	3	5	1
CCOC(=O)C1=NOC(C(=O)NN(C)c2ncc(C(F)(F)F)cc2Cl)C1 (configuration not stated)	-4	-8	7	1	-1	-0.2	-4	-6	0	-15
CC1CCCCC12NC(=O)N(CC(=O)N1CCN(S(=O)(=O)c3ccc4c(c3)CCC4)CC1)C2=O (configuration not stated)	-4	-2	-2	1	-3	0.3	-1	-13	5	-7
O=S(=O)(c1cccc2ccccc12)n1nnc2ccccc21	2	4	1	1	-2	-0.3	-1	0	3	-17
Fc1ccc(Cn2ccc(-c3cnc(-c4ccccc4)s3)n2)cc1	13	13	-2	-197	-9	-11	-301	i	5	14
C#CCNC(=O)C1=C[C@H](c2ccc(C(F)(F)F)cc2)C[C@H](OCCCCO)O1	3	5	-10	0	0	1.1	-5	-15	-1	0
CN(C(=O)CSc1ncn[nH]1)C1(C#N)CCCCC1	3	5	-4	-1	7	0.4	-4	-1	2	4
COC(=O)c1sccc1NC(=O)Nc1cccc(F)c1	-2	-4	1	-3	4	-0.2	0	-4	4	-5
COc1ccc(-c2csc(COC(=O)C(C)(C)C)n2)cc1	-3	-4	2	-1	-3	0.1	-3	1	0	-5
CC(=O)c1cc2c(cc1NS(=O)(=O)c1ccccc1C)OCO2	-1	-3	-3	-6	4	0.3	-3	-7	-4	-7
